High-throughput results (PubChem BioAssay)
ADAM17 inh: ADAM17 inhibitors, primary screen, biochemical, QFRET | recombinant ADAM17, EDANS/DABCYL FRET peptide cleavage | inhibition, % at 6.95 µM | 0.83% of 370,000 active | AID 720648, 2013;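 active = inhibition above the mean of compounds lying between control limits plus 3 SD, set per campaign, cut at about 8.5% in these data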;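 also: 0% = DMSO-only wells as the low control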
MBD2 inh: inhibitors of MBD2 binding to methylated DNA, primary screen, biochemical, TR-FRET, DNA-binding domain, human | Methyl-CpG-binding domain protein 2 (Homo sapiens), Q9UBB5 | MBD2 binding to methylated oligonucleotide | inhibition, % at 4.4 µM | 0.31% of 370,000 active; in the data active = inhibition above about 13%
hcDAF-12 act: H. contortus DAF-12 nuclear receptor activators, primary screen, cell-based, luminescence, HEK293, lit1-tk-luc reporter | activation, % at 6.8 µM | HEK293 hcDAF-12 lit1-tk-luc reporter; 0% DMSO, 100% Δ7-dafachronic acid | 1.4% of 370,000 active | AID 652067, 2013;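 active = activation above the mean of all tested compounds plus 3 SD, cut at about 5.5% in these data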;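 also: 100% = response to 3 µM Δ7-dafachronic acid high control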
NR1D1 modulator: modulators of Rev-erb alpha DNA binding, primary screen, biochemical, FITC-DNA, fluorescence polarization, uHTS; Rev-erbα–FITC-DNA binding, 90 min; AID 1259318, 2017; activity, % at 10 µM; 0.79% of 370,000 active;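 active = activity above about 14%, limit read from the data; passing the limit was not always enough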;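 also: 0% = DMSO wells with 35 nM protein and 100% = DMSO wells with 750 nM protein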
PLCb3 inh: human PLC-beta3 inhibitors, primary screen, biochemical, fluorescence | Purified PLC-beta3, fluorogenic substrate | inhibition, % at 12.2 µM | AID 720704, 2013 | 1-phosphatidylinositol 4,5-bisphosphate phosphodiesterase beta-3 (Homo sapiens), Q01970 | 0.18% of 370,000 active; in the data active = inhibition above about 11%;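 also: 0% = median of compound wells on plate and 100% = full blocker control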
ssDAF-12 act: S. stercoralis DAF-12 nuclear receptor activators, primary screen, cell-based, luminescence, HEK293, GRIP1 co-expression, lit1-tk-luc; AID 652126, 2013; HEK293 ssDAF-12/GRIP1 lit1-tk-luc reporter; % of 3 µM dafachronic acid response; 1% of 370,000 active; Nuclear hormone receptor DAF-12 (Strongyloides stercoralis); activation, % at 6.8 µM;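 active = activation above the mean over all tested compounds plus 3 SD, cut at about 0.9% in these data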;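 also: 0% = DMSO-only wells and 100% = 3 µM delta7-dafachronic acid wells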
hgDAF12 agonist: H. glycines DAF-12 receptor agonists, primary screen, cell-based, luminescence, HEK293, GAL4 fusion, UAS-luciferase | 1.8% of 370,000 active | AID 687014, 2013 | HEK293 GAL4-hgDAF12 UAS-luciferase reporter, agonist luminescence; normalized to butyrate control | activation, % at 6.8 µM;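 active = activation above a cutoff set at the mean of all screened compounds plus 3 SD, cut at about 10% in these data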;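 also: 0% = DMSO wells and 100% = sodium butyrate wells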
DAX1 inh-1: DAX1 (NR0B1) inhibitors, primary screen, cell-based, HEK293, Gal4-DAX1, luciferase luminescence | Nuclear receptor subfamily 0 group B member 1 (Homo sapiens), P51843 | HEK293 Gal4-DAX1 luciferase reporter | inhibition, % at 6.75 µM | 0.99% of 340,000 active | AID 504766, 2011;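 active = inhibition above the mean over all tested compounds plus 3 SD, cut at about 4.2% in these data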;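 also: 0% = DAX1-transfected cells with DMSO and 100% = empty-vector control cells with DMSO; inhibition shows as a rise in luminescence from relieved DAX1 repression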
SMARCA2 act: SMARCA2 (BRM) function activators, primary screen, cell-based, luminescence, high throughput. MG213 cells, MMTV-luciferase reporter, dexamethasone, overnight. activation, % at 9.1 µM. 1% of 370,000 active. AID 652017, 2013; in the data active = activation above about 7.8%;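 also: 0% = vehicle wells and 100% = reference activator wells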
PLCg1 inh: PLC-gamma1 enzyme inhibitors, primary screen, biochemical, fluorescence, purified enzyme; 1-phosphatidylinositol 4,5-bisphosphate phosphodiesterase gamma-1 (Homo sapiens), P19174; fluorogenic substrate; inhibition, % at 12.2 µM; 0.84% of 370,000 active; in the data active = inhibition above about 9.5%
Target sequence (P19174 whole entry, looked up): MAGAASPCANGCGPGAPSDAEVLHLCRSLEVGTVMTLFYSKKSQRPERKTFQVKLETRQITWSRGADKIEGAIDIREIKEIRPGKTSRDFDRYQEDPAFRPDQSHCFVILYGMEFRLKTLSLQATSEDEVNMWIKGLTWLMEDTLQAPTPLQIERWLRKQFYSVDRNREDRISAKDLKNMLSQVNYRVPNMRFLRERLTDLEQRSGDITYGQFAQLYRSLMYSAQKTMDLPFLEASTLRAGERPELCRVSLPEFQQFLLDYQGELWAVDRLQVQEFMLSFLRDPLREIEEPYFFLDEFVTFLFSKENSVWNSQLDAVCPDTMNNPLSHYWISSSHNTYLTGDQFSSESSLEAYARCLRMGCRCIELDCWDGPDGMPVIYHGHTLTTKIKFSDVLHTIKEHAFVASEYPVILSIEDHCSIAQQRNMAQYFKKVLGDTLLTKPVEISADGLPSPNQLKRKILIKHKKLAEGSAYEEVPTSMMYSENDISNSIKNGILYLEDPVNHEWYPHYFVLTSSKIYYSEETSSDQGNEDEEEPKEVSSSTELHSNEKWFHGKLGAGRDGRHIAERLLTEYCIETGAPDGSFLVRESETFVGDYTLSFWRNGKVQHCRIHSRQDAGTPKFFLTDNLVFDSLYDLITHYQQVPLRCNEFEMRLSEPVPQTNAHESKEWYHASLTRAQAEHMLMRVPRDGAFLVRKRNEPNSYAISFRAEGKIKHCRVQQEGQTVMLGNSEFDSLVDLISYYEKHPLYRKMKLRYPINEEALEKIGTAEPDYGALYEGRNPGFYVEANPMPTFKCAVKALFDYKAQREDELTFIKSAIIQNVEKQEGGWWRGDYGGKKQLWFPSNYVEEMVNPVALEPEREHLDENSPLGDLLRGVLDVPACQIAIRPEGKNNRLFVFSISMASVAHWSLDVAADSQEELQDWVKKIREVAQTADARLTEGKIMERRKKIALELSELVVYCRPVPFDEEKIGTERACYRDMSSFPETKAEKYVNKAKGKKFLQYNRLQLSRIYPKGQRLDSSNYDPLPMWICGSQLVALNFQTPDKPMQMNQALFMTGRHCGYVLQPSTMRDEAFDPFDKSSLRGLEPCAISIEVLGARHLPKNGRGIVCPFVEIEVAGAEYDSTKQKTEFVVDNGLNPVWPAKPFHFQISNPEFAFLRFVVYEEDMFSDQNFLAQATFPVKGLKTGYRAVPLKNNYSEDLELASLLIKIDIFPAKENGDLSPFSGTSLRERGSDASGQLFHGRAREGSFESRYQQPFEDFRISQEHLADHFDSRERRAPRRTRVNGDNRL
DAX1 inh-2: DAX1 (NR0B1) inhibitors on StAR promoter, primary screen, cell-based, luminescence, SF-1 (NR5A1), full-length DAX-1; HEK293T StAR-luciferase reporter, SF-1/DAX-1 repression relief; inhibition, % at 6.8 µM; 1.1% of 370,000 active; AID 652010, 2013;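 active = inhibition above the mean over all tested compounds plus 3 SD, cut at about 3.6% in these data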;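 also: 0% = DAX-1 cells with DMSO and 100% = cells lacking DAX-1 with DMSO; higher inhibition means more luminescence from relief of DAX-1 repression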
The depositor's hits bear a star; · = no result given.

#1 C=CCn1c(=O)c2c(nc3n2CCCN3CCc2ccccc2)n(C)c1=O
#2 CCCCn1c(N)c(N(CC)C(=O)c2c(CC)noc2C)c(=O)[nH]c1=O
#3 Cc1ccc(S(=O)(=O)NCC(=O)N2CCN(c3ccccn3)CC2)cc1C
#4 CCN1CCc2c(OCC(=O)N3CCCCC3)cccc2C1=O
#5 CNN/C(N=Cc1ccc([N+](=O)[O-])s1)=N\S(=O)(=O)c1cc(C)c(Cl)cc1SCc1ccccc1
#6 CN(C)c1ccc(-c2ccc3oc(-c4ccsc4)cc(=O)c3c2)cn1
#7 Cc1ccc(S(=O)(=O)N2CCCC(C(=O)O)C2)s1 (centres undefined)
#8 Cc1ccsc1C(=O)Nc1ccc(OCc2ccccc2)cc1

assay / entry	1	2	3	4	5	6	7	8
ADAM17 inh	2	-9	-3	-3	1	1	-2	1
MBD2 inh	-1	2	-1	0	0	1	-6	3
hcDAF-12 act	-1.0	2.1	0.8	0.5	-1.1	-0.9	-1.1	0.9
NR1D1 modulator	0	3	-5	-2	4	-21	-3	5
PLCb3 inh	-2	-5	-2	-10	-13	-81	1	-4
ssDAF-12 act	-1.2	-0.8	-1.2	-0.8	-0.6	-0.9	-0.4	-0.6
hgDAF12 agonist	-0.9	1.9	1.6	1.5	-1.3	4.7	-1.6	7.3
DAX1 inh-1	-0.1	1.8	·	1.4	0.9	1.6	-0.8	1.1
SMARCA2 act	1	-3	-3	-4	0	7	-1	8.6*
PLCg1 inh	5	4	-3	-2	-6	-35	0	3
DAX1 inh-2	-0.2	1.2	-0.8	0.0	-0.7	0.3	-1.1	1.2

#9 Cn1c(=O)c(=O)n(C)c2cc(S(=O)(=O)CCC(=O)N3CCCCC3)ccc21
#10 COC(=O)c1c(NC(=O)c2ccco2)sc(C)c1C
#11 COc1ccc(-c2csc(C(C)(NC(C)=O)c3ccccc3)n2)cn1 (centres undefined)
#12 CCOC(=O)CSc1ncc(OC)c(Sc2ccc(Cl)cc2)n1
#13 O=C1Nc2ccccc2Oc2cc([N+](=O)[O-])ccc21
#14 O=c1c2ccccc2sn1-c1ccc(F)cc1
#15 Cc1ccccc1OCC(=O)N1N=C(C(F)(F)F)CC1(O)C(C)(C)C (centres undefined)
#16 COc1cccc(CNC(=O)CCl)c1

assay / entry	9	10	11	12	13	14	15	16
ADAM17 inh	-8	-3	0	0	-4	-1	0	-1
MBD2 inh	4	1	-1	1	-7	6	2	-3
hcDAF-12 act	-0.2	0.7	0.8	0.0	1.3	0.0	-1.7	1.8
NR1D1 modulator	3	1	-4	4	1	-12	-10	-2
PLCb3 inh	-7	-28	3	-5	-10	0	7	2
ssDAF-12 act	-1.2	-0.9	-1.1	-1.5	-0.6	-0.9	-1.2	-1.5
hgDAF12 agonist	1.5	1.0	0.8	-0.7	-3.0	0.5	-1.6	-0.5
DAX1 inh-1	1.0	0.4	·	0.8	0.2	0.3	-1.1	-1.1
SMARCA2 act	-1	-3	-3	-5	-5	7	3	-2
PLCg1 inh	-4	-15	5	-3	-6	1	0	3
DAX1 inh-2	-0.2	-0.4	0.1	0.2	-1.7	-0.3	-0.2	-1.0

#17 COc1ccc(C(C(=O)Nc2ccc3c(c2)OCCO3)n2c(=O)c(-c3ccco3)nc3ccccc32)cc1 (centres undefined)
#18 CCc1nc2ccc(C(=O)N3CCCC(C(N)=O)C3)cn2c1N(C=O)CC (centres undefined)
#19 COc1ccc([C@H]2N[C@]3(CCCN(Cc4ccccc4)C3=O)[C@H]3C(=O)N(Cc4ccccc4)C(=O)[C@@H]23)cc1
#20 CC(C)NC(=O)Nc1cccc2c1O[C@@H](CN(C)S(=O)(=O)c1ccc(F)cc1)[C@@H](C)CN([C@H](C)CO)C2=O
#21 CCN(CC)S(=O)(=O)c1cccc(C(=O)N[C@H](C(=O)O)C(C)C)c1
#22 O=c1ncn(-c2cccc(F)c2)c2ncccc12
#23 Oc1cccc(C2c3[nH]c4ccccc4c3CCN2Cc2cnn(-c3ccccc3)c2)c1 (centres undefined)
#24 O=C(O)c1cc2c([nH]c1=O)CCCC2

assay / entry	17	18	19	20	21	22	23	24
ADAM17 inh	-6	-5	1	-2	2	-1	-2	-20
MBD2 inh	1	-2	-4	2	-3	-4	-2	-5
hcDAF-12 act	4.5	-2.4	-2.4	-0.9	-0.5	-0.2	2.3	-1.4
NR1D1 modulator	-6	0	8	2	5	0	3	-3
PLCb3 inh	-32	-4	1	4	-2	4	-27	-8
ssDAF-12 act	0.8	-1.3	-1.2	-1.1	-1.5	0.8	-1.6	-1.2
hgDAF12 agonist	3.5	-1.8	-2.4	-0.1	0.8	1.5	3.2	-1.3
DAX1 inh-1	·	·	-0.3	0.8	1.4	0.0	-0.6	0.2
SMARCA2 act	-1	-1	2	-1	-1	-2	-3	-2
PLCg1 inh	-26	-6	6	4	-1	7	-16	-6
DAX1 inh-2	0.2	-0.5	-1.1	-0.4	0.1	0.0	0.7	-0.4

#25 N#Cc1cc2cc3c(cc2nc1SCC(=O)N1CCOCC1)OCO3
#26 COc1ccccc1C(=O)NC1CCCc2ccccc21 (centres undefined)
#27 Cc1cc(C)c(NC(=O)C(C)c2cccc(C(=O)c3ccccc3)c2)c(C)c1 (centres undefined)
#28 Cn1c2ccccc2c(=O)c2c(=O)n(C3CCCCC3)c(-c3ccco3)nc21
#29 COc1ccccc1NC(=O)Cn1cc(C(=O)C2CC2)c2ccccc21
#30 Cn1cccc1Cc1nnc(SCC(=O)Nc2cccc(Cl)c2)n1-c1ccc(F)cc1
#31 Cc1cc(C)n(C2CCCCC2OC(=O)c2ccccc2F)n1 (centres undefined)
#32 COc1cc(C2C3C(=O)N(Cc4ccccc4)C(=O)C3ON2c2ccccc2)cc(OC)c1OC (centres undefined)

assay / entry	25	26	27	28	29	30	31	32
ADAM17 inh	-8	-1	-3	-4	3	-3	0	7
MBD2 inh	5	-8	-1	0	2	-7	10	-2
hcDAF-12 act	3.5	1.5	1.8	-3.0	-1.5	-1.6	-0.2	-1.7
NR1D1 modulator	37*	-5	-1	-15	-1	0	·	-1
PLCb3 inh	-14	3	0	-56	-6	-6	5	1
ssDAF-12 act	-0.6	-1.0	-0.2	-1.8	-1.6	-1.4	-1.5	-1.2
hgDAF12 agonist	6.5	-0.3	-0.5	-2.4	-3.8	-2.5	-1.6	1.1
DAX1 inh-1	6.6*	0.2	-1.7	-0.7	0.2	-0.2	0.8	0.8
SMARCA2 act	3	1	-1	-3	-3	-3	-1	1
PLCg1 inh	-5	4	2	-40	2	-2	-19	7
DAX1 inh-2	1.0	-0.4	0.6	-2.1	-0.3	0.2	-0.3	-0.2

#33 CC(C)c1ccc(C(=O)NC(=S)Nc2ccc3[nH]c(=O)[nH]c3c2)cc1
#34 COCCN(Cc1cc2cc(C)ccc2n2nnnc12)C(=S)Nc1ccc(OC)cc1
#35 COc1ccc(C)cc1NC(=O)c1ccc(NS(=O)(=O)c2cccc3cccnc23)cc1
#36 Cc1ccc(N(CC(=O)NCc2ccccc2Cl)S(=O)(=O)c2cccs2)cc1
#37 CCN(CC)S(=O)(=O)c1ccc(C(=O)Nn2cnnc2)cc1
#38 Cc1ccc(C(=O)NCc2ccco2)o1
#39 CCc1c(O)nc(SCc2nc3ccccc3c(=O)[nH]2)[nH]c1=O
#40 COc1ccc2nc(C)cc(NCCN3CCOCC3)c2c1

assay / entry	33	34	35	36	37	38	39	40
ADAM17 inh	-2	-6	8	2	2	-3	-2	-9
MBD2 inh	0	-2	3	0	0	3	3	3
hcDAF-12 act	-2.3	-1.2	-1.7	-1.3	0.1	-0.4	0.2	0.6
NR1D1 modulator	-2	-2	2	-2	2	-9	-2	1
PLCb3 inh	-8	-7	-4	7	-5	-2	-6	-8
ssDAF-12 act	-1.2	0.0	-2.0	-1.6	-1.2	-0.9	-1.2	-0.5
hgDAF12 agonist	-0.8	-3.9	0.5	-0.1	-2.7	-0.5	0.7	1.6
DAX1 inh-1	-0.3	-0.6	-1.1	-0.3	1.5	-0.4	-0.6	1.6
SMARCA2 act	-4	-3	0	-1	0	-2	1	0
PLCg1 inh	4	2	4	2	3	-5	-8	-3
DAX1 inh-2	-1.0	0.4	-1.3	-0.2	0.0	0.2	-0.3	-0.3

#41 CCNC(=S)NCc1ccc(Cl)cc1
#42 COc1ccccc1N1CCN(C(c2ccc(Cl)cc2)c2nnnn2C(C)(C)C)CC1 (centres undefined)
#43 O=S(=O)([N-]c1nc2ccccc2nc1-[n+]1ccccc1)c1ccccc1
#44 CC(=S)c1c(C)cc2cc(C)ccn12
#45 CC(=O)C1=C(O)C(=O)N(c2nccs2)C1c1ccccc1F (centres undefined)
#46 CCC(C)C(N=C1NS(=O)(=O)c2ccccc21)C(=O)N1CCC(C)CC1 (centres undefined)
#47 COc1cccc(C(=O)NCCOc2cc(C)cc(C)c2)c1

assay / entry	41	42	43	44	45	46	47
ADAM17 inh	-1	4	-2	-12	-31	-2	-1
MBD2 inh	-10	-6	4	2	0	2	2
hcDAF-12 act	3.1	0.5	-1.7	-2.0	-0.8	-1.1	-0.4
NR1D1 modulator	-5	0	-2	-7	2	0	2
PLCb3 inh	1	5	0	-15	-151	1	-1
ssDAF-12 act	-0.3	-1.7	-0.9	-1.1	-0.8	-1.4	-0.7
hgDAF12 agonist	2.7	0.9	0.0	0.3	-1.6	-0.9	-1.6
DAX1 inh-1	0.3	-0.6	0.4	1.3	-0.7	-0.1	-0.6
SMARCA2 act	0	-2	-4	-1	-2	-2	-2
PLCg1 inh	-2	13*	1	-11	-98	0	-1
DAX1 inh-2	-0.2	0.3	0.0	-0.1	0.0	1.4	0.1

Ordered by heavy-atom count (lowest first): 3 of the compounds above.
#41 CCNC(=S)NCc1ccc(Cl)cc1
#45 CC(=O)C1=C(O)C(=O)N(c2nccs2)C1c1ccccc1F (centres undefined)
#43 O=S(=O)([N-]c1nc2ccccc2nc1-[n+]1ccccc1)c1ccccc1

assay / entry	41	45	43
ADAM17 inh	-1	-31	-2
MBD2 inh	-10	0	4
hcDAF-12 act	3.1	-0.8	-1.7
NR1D1 modulator	-5	2	-2
PLCb3 inh	1	-151	0
ssDAF-12 act	-0.3	-0.8	-0.9
hgDAF12 agonist	2.7	-1.6	0.0
DAX1 inh-1	0.3	-0.7	0.4
SMARCA2 act	0	-2	-4
PLCg1 inh	-2	-98	1
DAX1 inh-2	-0.2	0.0	0.0
